CDK5 inh – inhibitors of human CDK5/p35 kinase; Q00535+Q15078; Recombinant CDK5/p35, ADP-Glo luminescence, 60 min; inhibition, % at 10 µM; 330,000 tested, 0.01% active; AID 488839;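 active = highest replicate inhibition of at least 50% and at least 75% of replicates reaching 50%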;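 note: plate controls were DMSO neutral control for no effect and GW8510 at 10 µM for full effect; many of its hits are not listed in these tables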
HTR5A inv ag – HTR5A inverse agonism, opioid heterodimer counter-screen. P47898. HTR5A cell line, luminescence. inhibition, % at 9.3 µM. 340,000 tested, 0.083% active. AID 504634; in the data active = inhibition mostly above about 23%, no sharp cut-off; inactive = mostly below about 18%;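 note: 0% = cells with DMSO and 100% = no-cell wells with DMSO; some compounds called inactive have numbers as strong as hits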
Target sequence (P47898 whole entry, looked up): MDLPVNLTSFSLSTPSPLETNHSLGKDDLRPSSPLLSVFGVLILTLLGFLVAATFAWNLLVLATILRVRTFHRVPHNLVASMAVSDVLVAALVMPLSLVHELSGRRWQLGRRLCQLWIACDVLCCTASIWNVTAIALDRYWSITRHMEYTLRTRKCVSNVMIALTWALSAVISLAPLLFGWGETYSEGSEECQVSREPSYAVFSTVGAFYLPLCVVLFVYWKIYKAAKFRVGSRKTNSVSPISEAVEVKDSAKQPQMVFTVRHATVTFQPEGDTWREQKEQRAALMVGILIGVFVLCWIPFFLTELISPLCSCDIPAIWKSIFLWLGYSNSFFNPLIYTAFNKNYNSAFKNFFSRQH
SUMO Mot1 rescue – SUMOylation pathway inhibition by Mot1-301 growth rescue; growth rescue, % at 18.8 µM; AID 2716; S. cerevisiae Mot1-301 growth rescue, ATP luminescence, 38.5C; percent above DMSO median, 100 means doubled; 320,000 tested, 1% active;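 active = every valid replicate shows activation above 250% relative to neutral control wells; inactive = the rest, any valid replicate at or below 250%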;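 note: OY570 slx delta 5 strain wells were the positive control but not used for scaling; some compounds called inactive have numbers as strong as hits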
PKA-R2B act – activators of human PKA-R2B complex; P22694+P31323; PKA-R2B holoenzyme dissociation, Cy5-IP20 fluorescence polarization; R2B truncated from residue 108, S112A mutant; 0% DMSO only, 100% 113 µM cGMP; activation, % at 11.4 µM; 340,000 tested, 0.079% active; AID 504700;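 active = activation above a cutoff set at the mean over all compounds plus 3 SD, cut at about 18% in these data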;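 note: higher means more holoenzyme dissociation and a rise in polarization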
Target sequence (P31323 whole entry, looked up, other chains not shown, the tested form may be a part): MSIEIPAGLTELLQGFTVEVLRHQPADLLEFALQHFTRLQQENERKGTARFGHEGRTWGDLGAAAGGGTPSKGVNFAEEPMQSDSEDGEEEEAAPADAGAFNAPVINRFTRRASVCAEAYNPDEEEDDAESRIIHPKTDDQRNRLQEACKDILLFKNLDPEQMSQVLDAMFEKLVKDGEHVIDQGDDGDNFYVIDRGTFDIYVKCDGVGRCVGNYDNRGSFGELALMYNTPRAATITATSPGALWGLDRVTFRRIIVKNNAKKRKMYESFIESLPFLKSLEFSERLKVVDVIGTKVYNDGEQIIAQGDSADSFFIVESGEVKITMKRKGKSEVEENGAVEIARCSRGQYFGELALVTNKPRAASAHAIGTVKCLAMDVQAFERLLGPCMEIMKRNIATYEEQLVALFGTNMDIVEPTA
phage Ecoli inh – E. coli growth loss with phage present; growth absorbance; inhibition, % at 11.9 µM; 360,000 tested, 0.26% active; AID 651602; in the data active = inhibition above about 11%
Tat export inh – inhibitors of E. coli Tat protein transport; E. coli MC4100 TorA-mCherry Tat export, fluorescence; inhibition, % at 10 µM; 340,000 tested, 0.036% active; AID 488895;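 active = mean replicate inhibition at least 50% and at least half of replicates individually reaching 50%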;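 note: exported cargo escapes ClpAP degradation while cytoplasmic cargo is degraded and loses fluorescence; 0% = median of neutral control wells and 100% = median of NaSCN control wells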
E coli growth – counter-screen for AddAB inhibitors: E. coli growth inhibition. inhibition, % at 11.9 µM. E. coli V3065 growth, OD600 absorbance, 18 h. 330,000 tested, 0.27% active. AID 449728;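 active = inhibition above the campaign's mean inhibition across all tested compounds plus 3 SD, cut at about 9.9% in these data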;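 note: uninfected addAB+ strain grown without phage in ampicillin broth; 0% = DMSO wells and 100% = ciprofloxacin 0.95 µg/ml wells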
DAGLB inhibitor – diacylglycerol lipase beta (human) inhibition | inhibition, % at 5.17 µM | HEK293T DAGLB membrane lysate, EnzChek fluorogenic substrate | 340,000 tested, 0.059% active | Q8NCG7; in the data active = inhibition above about 34%;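 note: 0% = enzyme with vehicle and 100% = wells lacking enzyme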
AddAB inh – less growth of phage-infected E. coli with AddAB. E. coli expressing H. pylori AddAB, absorbance growth. inhibition, % at 11.9 µM. 330,000 tested, 0.29% active. AID 435030; in the data active = inhibition above about 12%;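 note: 0% = vehicle wells of infected cells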
HTR5A ag – counter-screen for OPRM1-OPRD1 agonists: human HTR5A agonism; activation, % at 9.3 µM; HTR5A agonist assay, luminescence, cell-based; AID 504692; 340,000 tested, 0.61% active; in the data active = activation mostly above about 9.5%, no sharp cut-off; inactive = mostly below about 7.6%;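 note: 0% = cells with vehicle only and 100% = reference agonist; strong numbers were not always called active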
PKA-R1A activ – PKA-R1A complex activation. activation, % at 11.4 µM. P00514+P68181. AID 504707. 340,000 tested, 0.083% active. PKA-R1A dissociation, Cy5-IP20 fluorescence polarization; scaled: DMSO 0%, 113 µM cGMP 100%;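 active = percent activation above the mean of all tested compounds plus 3 SD, cut at about 19% in these data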;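 note: higher means more PKAc released from R1A so a rise in polarization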
Starred values were filed as active, the others as inactive; . = not tested or not shown.

Start of the listing, in advance, 3 compounds:
SMILES	CDK5 inh	HTR5A inv ag	SUMO Mot1 rescue	PKA-R2B act	phage Ecoli inh	Tat export inh	E coli growth	DAGLB inhibitor	AddAB inh	HTR5A ag	PKA-R1A activ
O=C(NC1CCCC1)C1CC(=O)N(c2ccccc2)C1 (stereo not given)	0.2	1	356*	-7	-2.1	-6	-1.9	-1	5.0	0	-4
CCN(CC)C(=O)[C@H]1CC(CC(=O)NCCC2=CCCCC2)C(=O)N2CCc3c([nH]c4ccccc34)[C@]12C (stereo not given in full)	2.6	-5	-1	-2	-0.2	5	-0.5	-1	0.0	1	2
Cc1c(NC(=O)C(C)OC(=O)c2cccs2)c(=O)n(-c2ccccc2)n1C (stereo not given)	-3.3	1	-3	-16	2.6	4	-2.2	2	4.0	-1	-2

Main list, from the first entry:
SMILES	CDK5 inh	HTR5A inv ag	SUMO Mot1 rescue	PKA-R2B act	phage Ecoli inh	Tat export inh	E coli growth	DAGLB inhibitor	AddAB inh	HTR5A ag	PKA-R1A activ
O=C(NC1CCCC1)C1CC(=O)N(c2ccccc2)C1 (stereo not given)	0.2	1	356*	-7	-2.1	-6	-1.9	-1	5.0	0	-4
CCN(CC)C(=O)[C@H]1CC(CC(=O)NCCC2=CCCCC2)C(=O)N2CCc3c([nH]c4ccccc34)[C@]12C (stereo not given in full)	2.6	-5	-1	-2	-0.2	5	-0.5	-1	0.0	1	2
Cc1c(NC(=O)C(C)OC(=O)c2cccs2)c(=O)n(-c2ccccc2)n1C (stereo not given)	-3.3	1	-3	-16	2.6	4	-2.2	2	4.0	-1	-2
O=C(Nc1ccc2c(c1)OCO2)C1CC(=O)N(c2ccc(F)cc2)C1 (stereo not given)	-0.4	-20	-5	0	2.2	-2	-1.4	1	2.2	-5	10
CCCn1c(SCC(=O)NCc2ccco2)nc2c1c(=O)n(C)c(=O)n2C	2.8	22	2	4	2.1	-2	-3.1	0	1.8	-9	2
CCOc1ccc2cc(C#N)c(SCC(=O)N3CCOCC3)nc2c1	-0.8	-33	1	2	2.3	2	-0.1	-2	2.4	13	4
COCCn1c(SCC(=O)N2CCCC2)nnc1-c1ccco1	-0.8	-2	0	0	-1.7	0	-0.9	-3	-0.4	0	-1
c1nc(NC2CCCC2)c2[nH]cnc2n1	5.0	-5	5	0	1.0	-5	0.8	-1	1.5	2	-9
O=C(C1CCCN(Cc2ccc(F)cc2)C1)N1CCCCC1 (stereo not given)	-0.8	7	-6	-3	1.8	-2	-2.2	1	-1.4	-2	4
CCOc1ccc(Br)cc1S(=O)(=O)Nc1ccc(C(=O)Nc2ccccc2OC)cc1	0.3	-24	16	-13	2.3	-17	0.3	2	0.0	-1	-8
COCCN(C(=O)CCN1C(=O)C2CC=CCC2C1=O)c1c(N)n(CC(C)C)c(=O)[nH]c1=O (stereo not given)	1.1	-12	10	-6	-0.4	7	-0.9	0	1.1	-5	0
Cc1ccccc1CCN1CCCC(CN(C)C(=O)C(=O)c2ccco2)C1 (stereo not given)	-1.5	-8	-18	3	2.3	2	0.6	-2	3.2	-4	-7
O=C(CCn1c(=O)[nH]c2ccsc2c1=O)N1CC(=O)N(CCc2ccccc2)C(=O)C1	-4.7	14	0	7	1.4	2	0.4	1	2.3	-6	9
CCOC(=O)c1c(C)nc2sc3c(=O)n(-c4ccc(C(C)=O)cc4)nnc3c2c1-c1ccc(Cl)cc1	0.9	-24	-8	14	2.3	1	-0.2	-6	0.3	8	-1
CCn1cc(C(=O)NCc2cccc(C(F)(F)F)c2)c(=O)c2ccc(C)nc21	-2.5	-2	-10	-7	-0.7	-10	0.8	0	3.4	1	-5
COc1cc(C)c(Br)cc1S(=O)(=O)NCc1ccncc1	3.6	-14	-10	-1	6.8	-6	1.1	-5	2.8	5	-8
O=P(O)(c1ccc(Cl)cc1)c1ccc(Cl)cc1	-0.2	12	-22	0	1.6	4	-0.8	2	-1.6	-1	6
CCOc1ccccc1C(=O)Oc1ccc2ccc(=O)oc2c1	-1.1	-3	-10	0	-0.4	-3	-1.0	-4	4.2	1	-2
COc1ccc(NC(=O)c2c(Cl)n(C)c3ccccc23)cc1	2.1	-8	1	-7	2.2	-9	3.8	0	3.7	4	-9
CC(C)=CCOc1ccc2c(C)c(CC(=O)N3C[C@H]4C[C@@H](C3)c3cccc(=O)n3C4)c(=O)oc2c1C	-0.9	9	-5	-9	2.9	4	-2.0	2	2.4	4	1
CCOc1ccc(C2Sc3ccccc3NC3=C2C(=O)OC3)cc1 (stereo not given)	-1.4	-22	140	-4	3.8	3	-1.2	-1	2.2	-3	-9
COc1ccc(C(=O)NN2CCOCC2)cc1	-1.5	9	-11	0	1.5	10	2.4	2	-1.4	4	3
CC(C)(C)OC(=O)CNC(=O)c1[nH]cnc1C(=O)N[C@@H](Cc1ccccc1)C(=O)OC(C)(C)C	2.6	-3	2	-15	2.0	22	-0.3	-3	-0.2	5	8
CN1CCc2c(sc3c2c(=O)n(-c2ccccc2)c2nnc(SCc4ccccc4)n32)C1	0.8	13	5	-8	-0.1	-9	-0.9	1	3.4	-5	-6
Cc1[nH]c2ccccc2c1C(=O)CSC(=S)N1CCN(C)CC1	-0.4	-16	14	-12	1.3	-4	-1.1	-2	-0.2	3	15
O=S(=O)(O/N=C1\CCCc2ccccc21)c1ccc(Cl)cc1	-0.1	6	-16	7	2.0	-7	-1.5	-2	-1.1	-2	2
CCOc1ccc2ccccc2c1C1NC(=S)N(C)C(C)=C1C(=O)OC (stereo not given)	-1.2	1	-20	0	2.3	3	-1.4	0	5.5	-3	-5
Oc1c(I)cc(Cl)c2cccnc12	-2.4	3	83	2	32*	-14	44*	3	31*	-1	1
Cc1c(-c2nn(C)c(=O)c3ccccc23)oc2ccc(F)cc2c1=O	-0.1	-21	-19	5	.	-9	1.0	-2	0.2	8	-17
CNS(=O)(=O)c1cc(Nc2ncnc3sccc23)ccc1C	-1.7	-11	-7	6	1.0	-16	0.0	2	-0.4	3	9
CN(C(=O)c1ccoc1)c1ccc2ccccc2c1	1.6	-11	-17	-2	1.6	3	.	1	.	0	-1
Cc1ccc(-n2nc3c(c2NC(=O)C(C)(C)C)CS(=O)(=O)C3)cc1	1.0	1	-10	-6	.	3	-1.0	3	-0.8	0	9
COc1ccccc1CNC(=O)C1CCC(CNS(=O)(=O)c2cccs2)CC1 (stereo not given)	-1.2	17	-6	3	5.7	4	-0.9	2	-0.3	-6	0
Cc1cc(C)cc(N2C(=O)C3CC=CCC3C2=O)c1 (stereo not given)	-1.4	-14	-14	-4	5.0	-8	-3.8	-3	2.3	2	-6
COc1ccc(CNC(=O)CN(Cc2ccco2)C(=O)CNS(=O)(=O)c2ccccc2)cc1	-0.4	4	559	-10	2.7	-10	-0.2	1	1.1	-1	2
COC(=O)c1sccc1NC(=O)COc1ccc(F)cc1Cl	1.6	5	14	-8	2.0	0	-1.4	-6	2.5	-2	5
CC(=O)Oc1ccc(-c2nc(-c3cccnc3)no2)cc1	2.8	9	.	8	2.9	12	1.4	-2	4.0	-3	-6
O=C(OCC(=O)N1CCc2ccccc21)c1ccccn1	0.1	-3	-12	-3	1.8	-1	1.6	3	1.0	1	0
O=C(CSc1nc2ccccc2o1)Nc1nc2ccc(Br)cc2s1	-1.3	-3	7	2	-1.1	5	-0.6	-2	0.8	1	8
COCCN1C(=O)c2oc3ccccc3c(=O)c2C1c1ccc(C(=O)OC)cc1 (stereo not given)	-1.4	10	207	-3	4.7	1	0.5	-2	0.8	-4	-2
Cc1nc(N2CCN(c3ccccn3)CC2)c2c(C)c(C(=O)Nc3c(F)cc(F)cc3Br)sc2n1	-0.7	-9	-12	-5	-1.0	0	2.1	-3	3.0	2	0
COc1ccc(OC)c(C2SCCN2S(=O)(=O)c2cccc(C(F)(F)F)c2)c1 (stereo not given)	1.1	-39	10	-4	0.3	13	-2.5	-3	-0.6	17*	-6
Cc1ccc(S(=O)(=O)N(C)c2ccc(C(=O)NCc3ccccn3)cc2)cc1	1.1	11	-9	-4	2.3	3	-0.6	0	5.0	-2	-3
NC(=O)CSc1cn(Cc2ccc(F)cc2)c2ccccc12	0.8	-3	5	-2	1.9	2	2.9	1	-0.3	5	8
COc1ccc(CN2CCNC(=O)C2CC(=O)N(Cc2nccn2C)C(C)C)c(OC)c1 (stereo not given)	0.4	-4	26	-6	-0.1	0	0.6	3	-0.1	2	9
CNC(=O)c1ccc(-c2ccc(F)cc2)s1	0.2	6	6	-1	2.0	-2	-2.2	-1	5.1	-3	-6
Cc1ccc(/C(C#N)=C\c2ccc(N3CCOCC3)o2)cc1	0.9	-19	31	0	2.3	2	-1.6	-2	0.6	1	11
Cc1ccc(Cn2c(NCCCn3ccnc3)nc3c2c(=O)n(C)c(=O)n3C)cc1	-0.6	-9	12	2	2.5	3	-0.5	2	1.0	1	4
COc1ccc(Cl)cc1N(CC(=O)NCCSCc1ccccc1)S(C)(=O)=O	-0.8	-2	3	-1	-0.1	3	0.3	-2	1.4	1	-5
CCOc1ccc(NC(=O)CN(C)CC(=O)NC(C)c2ccccc2)cc1OCC (stereo not given)	-1.8	-9	.	-8	1.9	2	-2.3	0	-0.6	1	10
Cc1nn(C(C)C(=O)N/N=C/c2ccc(N(C)C)cc2)c(C)c1[N+](=O)[O-] (stereo not given)	-10.0	-1	-1	12	2.1	6	0.4	0	0.2	7	3
O=C(CN1C(=O)NC(c2ccccc2)(c2ccccc2)C1=O)NC1CCCCC1	-0.2	-3	.	9	4.4	2	-2.5	-1	-0.1	1	4
O=C(Nc1ccc2c(c1)oc1ccccc12)c1ccc(Br)o1	1.0	-8	-4	-2	1.4	-2	1.4	-10	2.6	3	-4
C/C(=N\NC(=O)CNC(=O)c1cccnc1)c1cccc(O)c1	-6.5	-13	147	2	1.0	9	-3.5	2	1.0	3	-2
N#Cc1c(NC(=O)CSc2nnc(-c3ccccc3O)n2-c2ccccc2)sc2c1CCCC2	0.4	4	21	-2	1.4	-3	2.2	-2	5.9	3	-2
COc1ccc(Cc2nnc(SC)[nH]c2=O)cc1	-1.2	-18	-11	-4	2.1	8	-0.2	-2	1.5	5	9
CCN(C(=O)CCCCC(=O)N(CC)c1ccccc1)c1ccccc1	-0.4	2	215	-6	2.1	-3	-1.1	5	1.3	-2	-2
Cc1ccc(C(=O)Nc2ccn(Cc3ccc(F)cc3)n2)o1	0.4	3	6	2	2.1	-6	1.1	1	-1.2	7	-5
COc1ccc(CCNC(=O)c2cc(S(=O)(=O)N3CCCCC3)ccc2Cl)cc1	-1.9	2	.	-12	2.2	-5	.	-1	.	-8	4
COc1ccc(C(=O)NCc2nnc(SCC(=O)N3CCc4ccccc43)o2)cc1OC	-3.7	10	8	-13	1.6	13	-1.4	-1	-0.5	2	-3
CC(=O)Nc1ccc(NC(=O)C2CCCN2C(=O)Nc2ccccc2[N+](=O)[O-])cc1 (stereo not given)	0.2	-15	41	-7	1.7	0	-0.8	1	-1.1	1	-10
CC(C)(Cc1ccc(O)cc1)NC(=O)CC(=O)N=Nc1c(O)[nH]c2cc(Br)ccc12	0.3	32	-23	6	2.3	26	-1.7	6	4.0	1	-3

From PubChem
